ALOX12 inh: Primary qHTS assay for inhibitors of human arachidonate 12S-lipoxygenase (ALOX12): Round 2; AID 1671190, 2021; 580,000 compounds, 1.1% hits; Polyunsaturated fatty acid lipoxygenase ALOX12 (Homo sapiens), P18054; purified 12hLO, xylenol orange hydroperoxide absorbance; Potency, µM (titrated, usually from 108 µM), inactives show at the top dose activity change, negative = inhibition, hits mostly inhibitors; note: potency is the fitted concentration of half-maximal effect; % is set by controls: 0 for no effect and ±100 for the full control effect
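Purified human 12hLO at 150 nM in 25 mM Hepes, 0.01% Triton X-100, pH 7.0, preincubated 15 min at room temperature with compound. Reaction started with 40 uM arachidonic acid, 30 min at room temperature. Hydroperoxide measured by Fe-xylenol orange, 573/405 nm absorbance ratio.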
ERG-DNA inh: qHTS for Small Molecule Inhibitors of the ERG Ets/DNA interaction. Transcriptional regulator ERG (Homo sapiens), P11308. fluorescence polarization, His-ERG Ets domain / labelled DNA. Potency, µM (titrated, usually from 76.9 µM), without a hit: at the highest dose FP activity, negative = inhibition, hits mostly inhibitors. 370,000 compounds, 0.028% hits; active = well fitted inhibition curve with a large enough effect in the polarisation, with a control signal flat; inconclusive = small, poorly fitted or top-dose-only effect, or effect the other way, or a change in a side signal; inactive = no such curve, though single readings can be large or run the other way; the % refers to the polarisation;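 note: polarization taken with two DNA probes labelled with fluorescein and Texas red; potency is the fitted concentration of half-maximal effect; % of control where 0% means no effect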
Target sequence (P11308 whole entry, looked up, the tested form may be a part): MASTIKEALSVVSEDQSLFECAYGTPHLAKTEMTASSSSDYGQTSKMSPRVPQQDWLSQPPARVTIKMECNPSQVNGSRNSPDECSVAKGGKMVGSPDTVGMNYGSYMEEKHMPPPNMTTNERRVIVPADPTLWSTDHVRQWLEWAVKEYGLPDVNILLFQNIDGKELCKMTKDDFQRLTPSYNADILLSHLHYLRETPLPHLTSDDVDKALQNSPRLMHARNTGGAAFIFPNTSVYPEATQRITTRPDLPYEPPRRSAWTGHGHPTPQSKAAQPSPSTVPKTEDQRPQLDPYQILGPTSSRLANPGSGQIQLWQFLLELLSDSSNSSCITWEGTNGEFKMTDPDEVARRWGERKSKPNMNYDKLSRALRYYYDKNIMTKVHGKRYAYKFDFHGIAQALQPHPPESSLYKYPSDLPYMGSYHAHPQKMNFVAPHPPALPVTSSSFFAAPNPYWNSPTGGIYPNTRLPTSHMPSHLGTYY
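His-tagged ERG Ets domain (1 uM in the protein solution; 300mM KCl, 50mM Tris-HCl, 1mM EDTA, 1mM DTT, pH 7.5) received compound, then a probe mix of 5 nM fluorescein-DNA and 100nM Texas-615-DNA. Fluorescence polarization was read for both dyes.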
G9a block: qHTS Assay for Inhibitors of Histone Lysine Methyltransferase G9a; Histone-lysine N-methyltransferase EHMT2 (Homo sapiens), Q96KQ7; G9a H3K9 monomethylation, AlphaScreen, 2 h; Potency, µM (titrated, usually from 102 µM), inactives show at the top dose activity, negative = inhibition, hits mostly inhibitors; 350,000 compounds, 8.8% hits; AID 504332, 2011; note: potency is the fitted concentration of half-maximal effect; % is set by controls: 0 for no effect and ±100 for the full control effect; nearly all actives have a fitted effect of over 75% in size
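Quantitative HTS format: methyltransferase activity on a biotin-tagged H3K9 peptide is measured by AlphaScreen, using a rabbit anti-monomethyl-H3K9 antibody with streptavidin donor and anti-IgG acceptor beads. Final levels are 20 nM enzyme, 500 nM peptide, 20 uM SAM; 2 h RT.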
PI4K2A block: qHTS for small molecular inhibitors of PI4K2A. AID 1346378, 2018. 420,000 compounds, 0.13% hits. purified PI4K2A, ADP-Glo luminescence, 1 h; stronger effect = lower value. activity change, negative = inhibition, % at 76.9 µM; in the data active = activity change below about -50%; inconclusive = mostly about -30% to -49%;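 note: -100% = wells without enzyme as full effect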
Target sequence (Q9BTU6 whole entry, looked up): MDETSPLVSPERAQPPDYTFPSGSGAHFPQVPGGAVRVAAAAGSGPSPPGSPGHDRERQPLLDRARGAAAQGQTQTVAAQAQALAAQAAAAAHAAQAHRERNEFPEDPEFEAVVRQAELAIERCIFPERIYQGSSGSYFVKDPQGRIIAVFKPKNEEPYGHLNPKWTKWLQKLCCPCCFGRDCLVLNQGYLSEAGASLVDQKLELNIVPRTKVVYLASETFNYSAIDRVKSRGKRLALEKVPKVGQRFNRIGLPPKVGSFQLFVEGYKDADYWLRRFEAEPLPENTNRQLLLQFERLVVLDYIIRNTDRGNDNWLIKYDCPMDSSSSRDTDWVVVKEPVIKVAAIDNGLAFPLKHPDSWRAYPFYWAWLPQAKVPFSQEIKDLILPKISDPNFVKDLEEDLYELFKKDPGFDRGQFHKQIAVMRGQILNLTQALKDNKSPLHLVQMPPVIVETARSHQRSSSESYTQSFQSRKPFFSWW
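ADP-Glo luminescence measured ADP generated by PI4K2A enzyme (4 ug/mL before mixing) with 1.2 mM PI substrate (pre-mix) and 300 microM ATP (pre-mix). Tris pH7.5 buffer with MgCl2, Triton X-100; 1 h reaction at ambient temperature.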
RGS4 inhibitor: Inhibitors of Regulator of G Protein Signaling (RGS) 4: qHTS; AID 504845, 2011; Regulator of G-protein signaling 4 (Homo sapiens), P49798; Potency, µM (highest dose often 114 µM), for the others: at the top dose activity change, negative = inhibition, usual class: inhibitors; Transcreener GDP fluorescence polarization, RGS4-accelerated GTP hydrolysis; 390,000 compounds, 0.039% hits; note: potency is the fitted concentration of half-maximal effect; % is set by controls: 0 for no effect and ±100 for the full control effect; nearly all actives have a fitted effect of over 75% in size; some results filed as inactive show a strong effect at the top dose
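MLSMR compounds (23 nl, pin-transferred) preincubated 10 min at room temperature with a 500nM (2x) first reagent, then RGS4 at 900nM (2x) plus Transcreener GDP mix added; fluorescence polarization (620/688 nm) read before and after 90 min at 30 °C.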
JMJD2A Tudor: qHTS Assay for Inhibitors of JMJD2A-Tudor Domain; 390,000 compounds, 4.4% hits; Potency, µM (highest dose often 114 µM), without a hit: top-dose activity change, negative = inhibition, usual class: inhibitors; AlphaScreen JMJD2A-Tudor / H3K4me3 peptide binding; Lysine-specific demethylase 4A (Homo sapiens), O75164; note: potency is the fitted concentration of half-maximal effect; % is set by controls: 0 for no effect and ±100 for the full control effect; nearly all actives have a fitted effect of over 50% in size
BAZ2B inh: qHTS Assay for Inhibitors of BAZ2B; Bromodomain adjacent to zinc finger domain protein 2B (Homo sapiens), Q9UIF8; AlphaScreen BAZ2B-H3K14Ac peptide displacement; Potency, µM (highest dose often 114 µM), for the others: at the highest dose activity change, negative = inhibition, actives largely listed as inhibitors; 360,000 compounds, 4.4% hits; note: potency is the fitted concentration of half-maximal effect; % is set by controls: 0 for no effect and ±100 for the full control effect; nearly all actives have a fitted effect of over 60% in size
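Compounds, titrated to a top concentration of 110 uM, were incubated 30 min at room temperature with preformed BAZ2B/acetyl-K14 H3 peptide complex (50 nM each). Proximity signal was measured by AlphaScreen after 20 min with beads.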
HP1b chromo inh: HTS for Inhibitors of HP1-beta Chromodomain Interactions with Methylated Histone Tails; AlphaScreen HP1-beta / biotin-H3K9me3 peptide binding; Potency, µM (titrated, usually from 114 µM), without a hit: at the top dose activity change, negative = inhibition, hits mostly inhibitors; 390,000 compounds, 0.56% hits; AID 540317, 2011; note: potency is the fitted concentration of half-maximal effect; nearly all actives have a fitted effect of over 70% in size; inactives centre near 23
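AlphaScreen: HP1-beta (50 nM) preformed 30 min with biotin-H3(1-18)K9me3 peptide (50 nM) in PBS pH 7.4, 0.01% Tween-20. Compound added for 30 min at RT, then streptavidin donor/nickel chelate acceptor beads (10 ug/mL) for 30 min.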
GLS inhibitor: qHTS for Inhibitors of Glutaminase (GLS) | Potency, µM (doses to about 45.5 µM), inactives show top-dose activity change, negative = inhibition, most hits filed as inhibitors | Glutaminase kidney isoform, mitochondrial (Homo sapiens), O94925 | GLS enzymatic activity, qHTS titration | 410,000 compounds, 0.21% hits; note: potency is the fitted concentration of half-maximal effect; % is set by controls: 0 for no effect and ±100 for the full control effect
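hKGA; 45 mM KH2PO4 pH 8.2 + 0.02% Tween-20; cpd via pin tool; 1 mM Gln soln; GluOx/HRP/Amplex Red; RT 30 min; fluor. t0 & final.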
An asterisk follows results filed as active; ? = inconclusive; . = no result given; & = joins results of further samples; [ ] = another dose, or the depositor's remark. Unless noted, calls come from the whole dose curve; as a rule, active = well fitted curve in the direction sought with a large enough effect; inconclusive = small, poorly fitted or top-dose-only effect, or another doubt; inactive = no such curve, though single readings can be large; an effect the other way counts as inactive or inconclusive.

ALOX12 inh	ERG-DNA inh	G9a block	PI4K2A block	RGS4 inhibitor	JMJD2A Tudor	BAZ2B inh	HP1b chromo inh	GLS inhibitor	structure
11%	11%	50µM*	-4	-8%	-34%	45µM*	-7%	-8%	O=[N+]([O-])c1cc(-c2n(-c3ccccn3)c3ccccc3[n+]2-c2ccccn2)ccc1Cl
27%	22%	?	-2	5%	-19%	7%	33%	-7%	COc1cc(/C=C/C(=O)OCC(=O)N2CCCC2)ccc1OCC#N
2%	-7%	6%	7	-9%	-4%	-11%	34%	2%	CCc1ccc(OCCNC(=O)c2ccco2)cc1
0%	0%	?	3	7%	-3%	-6%	23%	-1%	CCCCCCN1C2=NCCN2c2ccccc21
0%	-1%	1%	-3	11%	-9%	6%	30%	14%	O=C(COC(=O)c1cccs1)NC1CCCCC1
.	-2%	?	-6	-10%	-3%	0%	26%	-3%	Cn1c(=O)c2c(ncn2CC(=O)Nc2ccccc2N2CCOCC2)n(C)c1=O
?	.	1.8µM*	-1	-8%	-7%	50µM*	15%	9%	Cc1ccc(NC(=O)CSc2nnc(C)c(=O)n2N)c(C)c1
11%[57.4 µM]	-3%	?	-1	-5%	?	?	3%	-8%	NC(=O)NC1CCCc2c1[nH]c1ccc(Cl)cc21 (configuration not stated)
6%	3%	-29%[59 µM]	0	6%	-2%	-11%	24%	2%	CCCCn1c(C2CC(=O)N(c3ccc(OCC)cc3)C2)nc2ccccc21 (configuration not stated)
19%&-15%	-3%&1%	?	-1&3	-9%&0%	-10%&-18%	-5%&-8%	37%&16%	62%&37%[activator]	Cc1nc2sccn2c(=O)c1S(=O)(=O)Nc1ccc(N2CCN(C)CC2)cc1
?	2%	35µM*	0	-1%	?	?	2%	-3%	Cc1c(C(=O)NC2CCN(Cc3ccccc3)C2)oc2ccc(Br)cc12 (configuration not stated)
-8%	8%	12%[59 µM]	-4&0	-2%	-14%	4%	23%	-3%&0%	CCc1nc(N)nc(N)c1-c1ccc(Cl)cc1
8%	4%	23%[0.0925 µM]	-1	-7%	-2%	-4%	46%[activator]	8%	Cc1cc(OCC(=O)Nc2ccc(CN3CCOCC3)cc2)c2c(C)cc(=O)oc2c1
10%	-13%	.	-6	-32%	-4%	-7%	20%	-8%	Cc1ccc(OCC(=O)NCCN2CCOCC2)cc1C
-23%	-6%	16%	6	7%	-18%	7%	-9%	0%	C/C(=N\NC(=O)c1nnn(-c2nonc2N)c1C)c1ccc(-c2ccccc2)cc1
-3%	5%	?	-4	10%	-9%	-6%	14%	-2%	COc1ccc(C2C(C(=O)NCCN3CCOCC3)c3ccccc3C(=O)N2C)cc1OC (configuration not stated)
-2%	-11%	11%	-1	21%	-7%	-23%	23%	0%	CCC(Cc1ccccc1)NC(=O)C1CCCCC1 (configuration not stated)
14%	-1%	-34%	7	-11%	-19%	.	31%	-1%	Cn1cc(SCC(=O)NCc2ccc(F)cc2)c2ccccc21
1%	-20%	-11%	-3	-9%	-11%	9%	30%	-6%	C/C(=N\NC(=O)c1cc(C)[nH]n1)c1cccs1
-17%	3%	.	7	5%	-28%	.	-25%	-3%	Nc1ccccc1-c1ccc([N+](=O)[O-])cc1
-3%	0%	-7%[59 µM]	1	-12%	-14%	2%	8%	-11%	Clc1cccc(N2CCN(c3nc4ccccc4n4cnnc34)CC2)c1
0%	7%	22%	0	-46%	-17%	?	40%[activator]	13%	Cc1cccnc1NC(=O)CCCc1c[nH]c2ccccc12
8%	5%	0%	1	10%	-10%	-1%	17%	6%	COc1ccc(C(=O)NNC(=O)c2ccc(C)cc2)cc1S(=O)(=O)N1CCCC1
11%	-6%	5%[0.501 µM]	0	-18%	-17%	3%	29%	-3%	COc1ccc(NC(=O)COc2coc(CN3c4ccccc4CC3C)cc2=O)cc1 (configuration not stated)

3 compounds out of the list above, ordered by the number in BAZ2B inh, smallest number first.
structure	BAZ2B inh
CCC(Cc1ccccc1)NC(=O)C1CCCCC1 (configuration not stated)	-23%
Clc1cccc(N2CCN(c3nc4ccccc4n4cnnc34)CC2)c1	2%
C/C(=N\NC(=O)c1cc(C)[nH]n1)c1cccs1	9%

4 compounds from above with just G9a block, ERG-DNA inh and PI4K2A block.
SMILES	G9a block	ERG-DNA inh	PI4K2A block
COc1cc(/C=C/C(=O)OCC(=O)N2CCCC2)ccc1OCC#N	?	22%	-2
COc1ccc(NC(=O)COc2coc(CN3c4ccccc4CC3C)cc2=O)cc1 (configuration not stated)	5%[0.501 µM]	-6%	0
CCCCCCN1C2=NCCN2c2ccccc21	?	0%	3
Cn1c(=O)c2c(ncn2CC(=O)Nc2ccccc2N2CCOCC2)n(C)c1=O	?	-2%	-6

(list continues)
ALOX12 inh	ERG-DNA inh	G9a block	PI4K2A block	RGS4 inhibitor	JMJD2A Tudor	BAZ2B inh	HP1b chromo inh	GLS inhibitor	structure
-18%	-3%	29%[59 µM]	4	-40%	-15%	0%	54%[activator]	-6%	S=C(NCc1ccncc1)Nc1ccc(Cl)c(Cl)c1
-3%	-2%	-3%[59 µM]	1	8%	-18%	0%	29%	3%	Cc1nn(C)c(C)c1S(=O)(=O)N(CC(=O)Nc1nccs1)c1ccc(C(C)C)cc1
114%[activator]	9%	5%	-6	0%	17%	9%	39%	-2%	COc1ccc(/C=C2\OC(=O)c3c(OC)cccc32)cc1OC
0%	-13%	2%[59 µM]	-9	-9%	7%	3%	26%	-6%	COc1cc2c(c(OC)c1)C(c1cccc(F)c1F)CC(=O)N2 (configuration not stated)
71%[activator]	-8%	?	-9	-99%[56.9 µM]	25µM*	?	-9%	?	Cc1nc(CCN2C(=O)c3ccccc3C2=O)n[nH]1
3%	-8%	.	0	-20%	-9%	1%	68%[activator]	-4%	O=c1[nH]c(N2CCCCCC2)nc2ncn(Cc3ccccc3)c12
?	-4%	.	4	4%	1%	.	35%[activator]	0%	Cc1ccc(-n2c(C)nc3ccsc3c2=O)cc1
13%	10%	16%	-7	-4%	-21%	-26%	31%	2%	O=C(N/N=C/c1ccco1)c1ccc(NC(=O)C2CCCCC2)cc1
-29%	-11%	20%	0	10%	-2%	5%	6%	-3%	Cc1nccn1CCCNC(=O)c1nc(Cn2cc([N+](=O)[O-])cn2)no1
1%	2%	40µM*	2	-5%	-14%	-31%	28%	-6%	COC(=O)c1ccccc1S(=O)(=O)N1CCC(C(=O)OCC(=O)c2ccccc2OC)CC1
1%	0%	?	-1	-6%	-1%	8%	30%	1%	O=S(=O)(Cc1ccccc1)Nc1ccc(F)cc1
12%	-9%	.	5	9%	-23%	-1%	9%	5%	COc1ccc(C(CNC(=O)c2ccc(NS(=O)(=O)c3ccc(F)cc3)cc2)N2CCOCC2)cc1 (configuration not stated)
0%	13%	18%	-5	-33%	-12%	-14%	31%	10%	CN(C)N1C(N)=C(C#N)C(c2ccc(Br)cc2)C2=C1CCCC2=O (configuration not stated)
-13%	-10%	50µM*	-2	32%	2%	-16%	15%	2%	Cc1ccc(S(=O)(=O)N2CCCCC2)cc1NC(=O)CSCC(=O)O
9%	-14%	4%[59 µM]	2	20%	-7%	0%	41%[activator]	2%	O=C(NCCC1=CCCCC1)C(=O)NCC(c1ccco1)N1CCN(c2ccccc2)CC1 (configuration not stated)
-23%	0%	3%	1	24%	1%	8%	12%	7%	CCN(CC(=O)Nc1ccc(NC(C)=O)cc1)C(=O)CCCc1nc2ccccc2c(=O)[nH]1
-11%	4%	17%	0	11%	-7%	1%	1%	-3%	COCCn1nnnc1CN1CCN(C(=O)c2ccco2)CC1
-1%	0%	21%[59 µM]	-2	6%	-17%	13%	27%	15%	COc1ccc(CN(CC2CCCO2)C(=O)CN2C(=O)C(C)Oc3ccc(C)cc32)cc1OC (configuration not stated)
-17%	-10%	?	-8	-47%	-35%	0%	?	-9%	CC1=NN(c2ccc(C)cc2)C(=O)/C1=C\c1ccc(Br)s1
-26%	-5%	-12%[59 µM]	1	12%	-11%	-1%	14%	3%	COc1ccc(S(=O)(=O)N2CCOCC2)cc1NC(=O)CN1CCN(C)CC1

Compound activity as filed in PubChem BioAssay.

This is a subset (hit frequency here may not be typical).
